uPA surface inh = qHTS for Inhibitors of Cell Surface uPA Generation; Potency, µM (series often up to 38.3 µM), for inactives: top-dose activity change, negative = inhibition, actives largely listed as inhibitors; cell surface uPA generation assay, qHTS; 330,000 compounds, 0.31% hits; active means well fitted inhibition curve with a large enough effect; inconclusive means small, poorly fitted or top-dose-only effect; inactive means no such curve, though single readings can be large or run the other way; tested in mouse RAW 264.7 cells; further: on the % scale 0 is the no-effect control and ±100 the full control effect; nearly all actives have a fitted effect of over 55% in size
RORgamma inh = qHTS for inhibitors of ROR gamma transcriptional activity | Drosophila S2 Gal4-RORgamma UAS-luciferase reporter, 20 h | Potency, µM (series often up to 53.6 µM), for the others: at the top dose activity change, negative = inhibition, hits mostly inhibitors | AID 2551, 2010 | Nuclear receptor ROR-gamma (Mus musculus), P51450 | 310,000 compounds, 5.4% hits; further: on the % scale 0 is the no-effect control and ±100 the full control effect; nearly all actives have a fitted effect of over 60% in size
Target sequence (P51450 whole entry, looked up, the tested form may be a part): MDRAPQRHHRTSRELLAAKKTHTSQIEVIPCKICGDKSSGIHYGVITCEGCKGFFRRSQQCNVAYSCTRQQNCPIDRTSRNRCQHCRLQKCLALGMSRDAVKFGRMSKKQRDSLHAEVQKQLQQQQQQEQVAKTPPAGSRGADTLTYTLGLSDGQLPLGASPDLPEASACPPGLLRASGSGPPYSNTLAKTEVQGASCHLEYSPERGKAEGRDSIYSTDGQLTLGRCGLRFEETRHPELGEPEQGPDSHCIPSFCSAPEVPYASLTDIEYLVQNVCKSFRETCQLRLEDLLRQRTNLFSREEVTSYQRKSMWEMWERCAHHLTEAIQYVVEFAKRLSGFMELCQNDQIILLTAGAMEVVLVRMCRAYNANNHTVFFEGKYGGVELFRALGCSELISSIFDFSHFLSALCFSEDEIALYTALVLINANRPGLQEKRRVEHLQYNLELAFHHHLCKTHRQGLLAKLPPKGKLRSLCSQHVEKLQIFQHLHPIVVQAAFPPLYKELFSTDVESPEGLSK
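Read-out: Photinus luciferase luminescence; inhibitors lower reporter signal. Insect Schneider cells with Gal4-ROR gamma fusion under metallothionein promoter, UAS reporter; 700 uM final copper sulfate induction, 20 hr, ambient temperature.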
FLuc modulator = qHTS profiling assay for firefly luciferase inhibitor/activator using purifed enzyme and Km concentrations of substrates (counterscreen for miR-21 project) | Potency, µM (series often up to 57.5 µM), for inactives: top-dose activity change, negative = inhibition, hits mostly inhibitors | purified FLuc, Km substrates, luminescence inhibition | 360,000 compounds, 6.9% hits | Luciferin 4-monooxygenase (Photinus pyralis), P08659 | AID 588342, 2011;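 further: plate controls were vehicle for no effect and reference inhibitor for full effect; nearly all actives have a fitted effect of over 55% in size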
Target sequence (P08659 whole entry, looked up): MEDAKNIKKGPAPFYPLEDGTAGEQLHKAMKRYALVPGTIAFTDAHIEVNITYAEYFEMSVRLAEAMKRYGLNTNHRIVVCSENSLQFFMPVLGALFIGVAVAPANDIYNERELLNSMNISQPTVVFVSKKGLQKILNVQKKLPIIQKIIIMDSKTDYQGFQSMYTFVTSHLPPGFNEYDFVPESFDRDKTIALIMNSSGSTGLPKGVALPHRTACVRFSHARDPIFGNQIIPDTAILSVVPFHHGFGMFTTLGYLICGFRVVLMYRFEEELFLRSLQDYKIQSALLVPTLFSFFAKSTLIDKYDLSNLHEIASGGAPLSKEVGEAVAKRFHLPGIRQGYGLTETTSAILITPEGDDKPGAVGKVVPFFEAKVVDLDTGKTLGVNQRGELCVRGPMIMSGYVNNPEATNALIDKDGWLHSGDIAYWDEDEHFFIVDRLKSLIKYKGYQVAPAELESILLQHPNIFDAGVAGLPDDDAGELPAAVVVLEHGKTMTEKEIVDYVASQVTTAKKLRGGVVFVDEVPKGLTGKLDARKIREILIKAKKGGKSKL
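Biochemical qHTS of compounds, final roughly 60 µM downward over six points, against 10 nM purified firefly luciferase using Km concentrations of substrates (10 uM D-luciferin, 10 uM ATP) in Tris acetate pH 7.5 buffer; luminescence output.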
Rab9 promoter act = qHTS Assay for Rab9 Promoter Activators; Huh7 Rab9 promoter-luciferase reporter, luminescence, 24 h; AID 485297, 2010; Potency, µM (doses to about 9.22 µM), for inactives: at the top dose activation, negative = inhibition, usual class: activators; 320,000 compounds, 2.8% hits; further: % of control where 0% means no effect; nearly all actives have a fitted effect of over 60% in size
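Huh7 cells stably carrying Rab9 promoter–luciferase reporter, plated 1500 cells/well, compound added after 2 h and incubated 24 h at 37 °C; luciferase luminescence then read after 10 min with detection reagent.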
BRCA1 expr up = qHTS Assay to Identify Small Molecule Activators of BRCA1 Expression. MCF7-BRCA1-FFLuc reporter, luminescence, 48 h; response scale: scaled: vehicle 0%, 10 µM genistein 100%. Potency, µM (titrated, usually from 46.1 µM), for inactives: top-dose activation, usual class: activators. 380,000 compounds, 1.1% hits. AID 624202, 2012; further: nearly all actives have a fitted effect of over 80% in size; some results filed as inactive show a strong effect at the top dose
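Using MCF7 cells harboring a BRCA1 firefly luciferase reporter, plated 2 h before compound pinning, the screen measured luminescence after 48 h incubation. Responses were normalized to DMSO and 10 microM genistein, then fitted for concentration-effect.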
VP16 counter = VP16 counterscreen qHTS for inhibitors of ROR gamma transcriptional activity; Drosophila S2 Gal4-VP16 UAS-luciferase, luminescence, 20 h; 310,000 compounds, 3.5% hits; Potency, µM (highest dose often 53.6 µM), without a hit: at the top dose activity, negative = inhibition, most hits filed as inhibitors; AID 2546, 2010;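 further: Gal4-VP16 expression switched on by copper sulfate through the metallothionein promoter; on the % scale 0 is the no-effect control and ±100 the full control effect; nearly all actives have a fitted effect of over 50% in size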
MBNL1-CUG inh = qHTS Assay for Inhibitors of MBNL1-poly(CUG) RNA binding | AID 2675, 2010 | Potency, µM (top dose mostly 57.5 µM), for inactives: at the top dose activity change, negative = inhibition, most hits filed as inhibitors | TR-FRET MBNL1-His/biotin-(CUG)12 binding, 665/545 ratio | Muscleblind-like protein 1 (Homo sapiens), Q9NR56 | 280,000 compounds, 0.036% hits; active means well fitted inhibition curve with a large enough effect in the signal ratio, with a control signal flat, not every such curve was filed as active; inconclusive means small, poorly fitted or top-dose-only effect, or effect the other way, or a change in a side signal; inactive means no such curve, though single readings can be large or run the other way; the % refers to the signal ratio; further: on the % scale 0 is the no-effect control and ±100 the full control effect
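MBNL1-His + Biotin-(CUG)12, cpd titration 92 nM–58 uM; Tb anti-His Ab 0.055 ng/ul, SA-XL665 5 nM (final); 60 min RT; ratiometric 665/545 nm, Ex 340 nm; normalized to buffer and full-complex controls.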
NPC1 prom act = qHTS Assay for NPC1 Promoter Activators; Potency, µM (top dose mostly 9.22 µM), for the others: at the highest dose activation, hits mostly activators; Huh7 NPC1 promoter luciferase reporter, 24 h; 320,000 compounds, 2.4% hits; AID 485313, 2010;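 further: % of control where 0% means no effect; nearly all actives have a fitted effect of over 60% in size; reporter is driven by a mutant NPC1 promoter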
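Compounds in DMSO were transferred onto Huh7 NPC1-luciferase reporter cells pre-incubated 2 h; after 24 h at 37 °C, Amplite reagent was dispensed and luminescence recorded 10 min later.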
ELG1 genotox = qHTS screen for small molecules that induce genotoxicity in human embryonic kidney (HEK293T) cells expressing luciferase-tagged ELG1 | Potency, µM (doses to about 46 µM), inactives show top-dose activity change, positive = activation, actives largely listed as activators | 330,000 compounds, 1.3% hits | HEK293T ELG1-luciferase reporter, luminescence, 16 h; further: % of control where 0% means no effect; nearly all actives have a fitted effect of over 60% in size
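Step 1: seed 2,000 HEK293T ELG1-luciferase cells per well. Step 2: add compound or DMSO, incubate 16 hr at 37 °C. Step 3: ONE-Glo, 30 min at room temperature, read luminescence.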
p53 reactivation = qHTS assay for re-activators of p53 using a Luc reporter; H1299 p53-A138V BP100-luciferase reporter, luminescence, 24 h; Potency, µM (titrated, usually from 92.2 µM), inactives show at the highest dose activity change, positive = activation, most hits filed as activators; 320,000 compounds, 0.063% hits; AID 504706, 2011; further: % of control where 0% means no effect; nearly all actives have a fitted effect of over 45% in size
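H1299 (p53-null), stable ts p53-A138V + BP100-Luc; 1000 cells/well, Opti-MEM/10% FBS; cpd 4 pt, 1:5; 24 h, 37 deg C, 5% CO2; detection reagent 10 min RT; luminescence.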
Active calls of the source: *; ? = inconclusive; . = not tested or not shown; & = joins results of further samples; [ ] = another dose, or the depositor's remark. Unless noted, the call rests on the fitted dose curve; in most records, active means well fitted curve in the direction sought with a large enough effect; inconclusive means small, poorly fitted or top-dose-only effect, or another doubt; inactive means no such curve, though single readings can be large; an effect the other way counts as inactive or inconclusive. Potency means the concentration at half of the fitted maximal effect. Outcome played no part in choosing rows; overall some 13% were active at least once.

Order of results – uPA surface inh, RORgamma inh, FLuc modulator, Rab9 promoter act, BRCA1 expr up, VP16 counter, MBNL1-CUG inh, NPC1 prom act, ELG1 genotox, p53 reactivation
O=C(NCc1cccnc1)c1cccn2c(=O)c3sccc3nc12
→ -5%, -21%, 4%, 0%, -7%, -8%, ?, 1%, 0%, 1%
COc1cccc(NC(=O)CN(C)CC(=O)NCc2ccc(F)cc2)c1
→ 0%, ., ., ., -6%, ., ., ., 0%, -2%
COCCNC(=O)COCc1cc(-c2ccc3c(c2)OCO3)on1
→ -1%, 5%, ?, -1%, 51%, -7%, -3%, -4%, 5%, 6%
CCC(=O)Oc1ccc2c(C)c(Cl)c(=O)oc2c1
→ -2%, -14%, -14%, 1%, -6%, 7%, 20%, 1%, 1%, -4%
CC(C)c1nnc(NC(=O)CCC(=O)N2CCN(c3ccccn3)CC2)s1
→ -3%, 7%, 10%, 6%, 3%, 1%, 5%, 0%, 3%, -4%
Cc1ccc(NC(=S)NCC2CCCO2)cc1C (stereo not drawn)
→ 1%, ?, -7%, 5%, 24%, 10µM*, -25%, 6%, 0%, 26%
Fc1cc(F)c2nc(N3CCCCC3)sc2c1
→ 1%, 29%, 15µM*, 27%, 13µM*, 1%, 3%, ?, ?, ?
CN(Cc1ccccc1)C(=O)c1ccc2c(c1)OCCO2
→ 0%, 36%, -5%, 4%, 18%, 1%, -1%, 1%, 4%, 0%
COc1cccc(NC(=O)CN(C)C(=O)CC2Sc3ccccc3NC2=O)c1 (stereo not drawn)
→ 3%, ., -16%, -3%, -21%, ., ., 0%, 2%, 3%
COc1ccc(CCNC(=O)CCCn2c(SCC#N)nc3ccccc3c2=O)cc1OC
→ -1%, 19%, 0%, 3%, -17%, -3%, -4%, -2%, -2%, 9%
COc1ccc(CNC(=O)C(=O)NCC2OCCN2S(=O)(=O)c2ccc3c(c2)OCCO3)cc1 (stereo not drawn)
→ 8%, 17%, -3%, -8%, -20%, -1%, -3%, 1%, -1%, 1%
Cc1ccc(NC(=O)COc2coc(CN3CCN(c4ccccc4)CC3)cc2=O)cc1
→ 3%, ., 7%, -11%, -18%, ., ., -6%, -4%, 6%
COc1ccc(CC(=O)NCCS(=O)(=O)N2CCN(c3ccc(F)cc3)CC2)cc1OC
→ -2%, ?, 4%&-2%, -5%, 4%, -14%, 1%, -6%, -5%[9.26 µM], -3%
COc1ccc(OCCC(=O)OCC(=O)Nc2ccc(Br)cc2)cc1
→ 11%, 18%, -11%, 0%, 3%, -3%, -11%, -1%, 1%, 0%
COc1ccccc1NC(=S)N(CCCN1CCOCC1)Cc1cccs1
→ 7%, 11%, -1%, 0%, -3%, -7%, 1%, -1%, 15%, -5%
CN(C)c1nc(C#N)nc(N(C)C)n1
→ -3%, -13%, 0%, -4%, 3%&-4%, 2%, 5%, -3%, 9%, 1%
COc1ccc(N2CCN(c3nc(NCCc4ccc(OC)c(OC)c4)nc(OC)n3)CC2)cc1
→ -5%, 33%, ?, ., -76%, -9%, -1%, ., ., .
CCOC(=O)c1ccc(N/C=C/C(=O)c2ccccc2)cc1
→ 1%, -9%, 6µM*, ?, 13µM*, -25%, -11%, 11%, -6%, 2%
O=C(NNC(=O)c1ccccc1Cl)c1cccs1
→ 6%, -38%, -15%, 22%, ?, ?, -10%, 15%, 7%, ?
CCCOc1ccc(C(C(=O)OCCN(CC)CC)c2ccccc2)cc1 (stereo not drawn)
→ 7%, -14%, -1%, 0%, -6%, 0%, -5%, 1%, 1%, -1%

4 entries from above, ordered by their value in NPC1 prom act, lowest first:
Compound	uPA surface inh	Rab9 promoter act	NPC1 prom act	p53 reactivation
COc1ccc(CC(=O)NCCS(=O)(=O)N2CCN(c3ccc(F)cc3)CC2)cc1OC	-2%	-5%	-6%	-3%
COc1ccc(CCNC(=O)CCCn2c(SCC#N)nc3ccccc3c2=O)cc1OC	-1%	3%	-2%	9%
COc1ccc(OCCC(=O)OCC(=O)Nc2ccc(Br)cc2)cc1	11%	0%	-1%	0%
CCCOc1ccc(C(C(=O)OCCN(CC)CC)c2ccccc2)cc1 (stereo not drawn)	7%	0%	1%	-1%

The listing picks up, repeating the 2 entries before the break.
Order of results – uPA surface inh, RORgamma inh, FLuc modulator, Rab9 promoter act, BRCA1 expr up, VP16 counter, MBNL1-CUG inh, NPC1 prom act, ELG1 genotox, p53 reactivation
O=C(NNC(=O)c1ccccc1Cl)c1cccs1
→ 6%, -38%, -15%, 22%, ?, ?, -10%, 15%, 7%, ?
CCCOc1ccc(C(C(=O)OCCN(CC)CC)c2ccccc2)cc1 (stereo not drawn)
→ 7%, -14%, -1%, 0%, -6%, 0%, -5%, 1%, 1%, -1%
Cc1cc(Cl)ccc1Oc1ncc(CN2CCN(c3ccccc3)CC2)s1
→ -4%, 40%, 2%, -19%, -30%, 0%, -4%, -3%, 2%, 5%
Cc1ccc(C)c(N(CC(=O)NC2CCCCC2)C(=O)CCC(=O)Nc2ccccn2)c1
→ ., -10%, 1%, 0%, ., -4%, 2%, 1%, -3%, -8%
COc1cccc(CNC(=O)CCC2CCCN(C(=O)c3cc(C)[nH]n3)C2)c1 (stereo not drawn)
→ 0%, 7%, -3%, -14%, 18%, 6%, -6%, -1%, 2%, 3%
O=C1C=C(O)CC(c2ccc(Cl)c(Cl)c2)C1 (stereo not drawn)
→ 4%, 4%[0.365 µM], 2%, 0%, 18%, ., 2%, -2%, 0%, 1%
CC1CCN(CCCNC(=O)c2ccc3c(=O)n(CCc4ccccc4)c(=O)[nH]c3c2)CC1
→ 5%, 3%, -3%, -2%, 1%, 5%, -12%, 0%, 10%, 5%
COc1ccc(CCN(C(=O)Cn2nnc3ccccc32)C(C(=O)NCC2CCCO2)c2ccncc2)cc1OC (stereo not drawn)
→ 0%, 2%, 6%, -5%, -7%, -2%, -5%, -2%, 0%, 4%
O=C(CSC(=S)N1CCCCC1)Nc1nc(-c2ccccc2)c(-c2ccccc2)o1
→ ., 5.6µM*, 8%, -2%, -46%, ?, 4%, 1%, -5%, 1%
O=C(CSc1ccc(Cl)cc1)N/N=C/c1cccnc1
→ 4%, 30%, -4%, 1%, -16%, -14%, ., -1%, -12%, 1%
CCOc1ccc(NC(=S)NNC(=O)CC(C)O)cc1 (stereo not drawn)
→ -1%, -15%, -1%, -4%, -6%, 1%, 6%, 0%, 0%, -2%
COc1ccccc1C(=O)NCC(=O)NNC(=O)C1COc2ccccc2O1 (stereo not drawn)
→ 13%, ., 4%, -5%, -2%, ., ., -3%, -2%, -1%
Cc1cc(C)c(NC(=O)COC(=O)/C=C/c2cccs2)c(C)c1
→ -1%, -5%, 1%, -2%, -15%, 20%, 4%, 1%, -1%, 2%
COc1ccc(NC(=O)Nc2cc(C)ccc2F)cc1
→ -5%, 7%, 12µM*, 2.8µM*, ?, 25%, -5%, 3.5µM*, 23µM*, 10%
Cn1cc(CNCc2ccccc2OCC(O)CN2CCc3ccccc3C2)cn1 (stereo not drawn)
→ -10%, 1%, 0%, -3%, -18%, 6%, -26%, 0%, 2%, -1%
Cc1csc(=O)n1CCC(=O)NCc1ccc(F)cc1
→ 3%, ., ., ., -2%, ., ., ., 3%, 4%
O=C(CCc1ccccc1)OCCN1CCOCC1
→ 2%, 7%, -1%, 15%, 2%, -15%, -12%, 1%, -1%, 30%
COc1cccc2cc(C(=O)CS(=O)(=O)c3ccc(Cl)cc3)c(=O)oc12
→ -16%, -22%, -2%, 1%, -6%, -3%, 2%, -1%, 3%, 2%
CC(C)COC(=O)n1c(=O)oc2cc(S(=O)(=O)N3CCCCC3)ccc21
→ ., 3%, -1%, 2%, -40%, -11%, -3%, -4%, -5%, 1%
CCn1cc(SCC(=O)NC2CCCC2)c2ccccc21
→ ?, -2%, -5%, -3%, -17%, -6%, -2%, 1%, -3%, 8%
Cc1c(Cl)cccc1NC(=O)CCN1CCC(C(N)=O)CC1
→ -25%, -15%[1.91 µM], 1%, -1%, 0%, -11%, -4%, 0%, 3%, .
CCCN(CCC)C(=O)Cn1c(=O)n(CCC(=O)NCCc2ccccc2)c(=O)c2ccccc21
→ 5%, 5%, -1%, -5%, -14%, -2%, -2%, 0%, 1%, -4%
COc1ccc(/C=N/NC(=O)c2ccccc2NC(=O)c2ccco2)c(OC)c1
→ -10%, ?, 5.4µM*, 1%, -18%, -22%, -5%, 5%, 2%, -3%
CCC(C)N(C(=O)c1csnn1)C(C(=O)NC1CCCC1)c1ccccc1F (stereo not drawn)
→ 8%, -14%, 0%, 2%, 3%, 3%, -2%, 0%, -6%, -3%
Fc1ccc(-n2nnnc2-c2ccccc2Cl)cc1
→ 2%, -1%, 0%, 0%, 10%, 2%, -4%, -5%, 2%, -2%
